p-CIP stab down: p/CIP-EGFP fusion destabilizers, primary screen, fluorescence, F442A cells; Q05BA5; 16 h; decrease of EGFP signal, % at 10 µM; 0.01% of 290,000 active;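 active = EGFP signal decrease of at least 30% at 10 µM or well 3 SD below plate mean, unless failing retest; inactive = the rest, including hits failing retest or dose response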; also: some compounds called inactive have numbers as strong as hits; many of its hits are not listed in these tables
HCV NS3 hel inh: inhibitors of HCV NS3 helicase, primary screen, biochemical, Cy5 molecular beacon fluorescence. NS3 helicase DNA unwinding. inhibition, % at 10.9 µM. 0.56% of 290,000 active. AID 1800, 2009;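 active = inhibition above the mean of all tested compounds plus 3 SD, set per campaign, cut at about 35% in these data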;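 also: 0% = DMSO wells and 100% = thioflavine S control wells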
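Material: hepatitis C virus NS3 helicase domain fragment enzyme; measured by: Cy5 fluorescence, 0 and 60 min reads; control set: DMSO and thioflavine S; incubation: 60 min unwinding reaction at 25 °C after ATP addition; read-out basis: % inhibition from 60/0 min fluorescence ratio, DMSO 0%, thioflavine S 100%; repeats: singlicate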
IDE cell inh: human IDE inhibitors in live cells, primary screen, fluorescence polarization, HEK cells, FAbetaB substrate. Insulin-degrading enzyme (Homo sapiens), P14735. FAbetaB cleavage. inhibition, % at 5.59 µM. 0.41% of 320,000 active. AID 434962, 2010;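 active = percent inhibition above the average of all tested compounds plus 3 SD, set per screening campaign, cut at about 16% in these data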;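 also: IDE supplied by intact live HEK cells; FP after avidin binding of uncleaved biotin substrate so inhibition keeps polarization high; 0% = DMSO wells and 100% = 60 µM reference IDE inhibitor Ii1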
CRFR2-BP antag: antagonists of CRF-BP/CRF-R2 complex, primary screen, cell-based, HEK293, calcium dye fluorescence, uHTS; inhibition, % at 11.8 µM; 0.59% of 350,000 active; CRF-induced calcium fluorescence;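 active = inhibition of the ligand-induced calcium signal above about 50% at the single tested concentration, limit read from the data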
IDE cell activ: human IDE activators in live cells, primary screen, fluorescence polarization, HEK cells, FAbeta-B substrate | Insulin-degrading enzyme (Homo sapiens), P14735 | FAbeta-B cleavage; 0% vehicle, 100% cell-free pure enzyme wells | activation, % at 5.96 µM | 0.073% of 340,000 active | AID 493087, 2011;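 active = activation above the mean of all tested compounds plus 3 SD, set per screening campaign, cut at about 17% in these data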
GalR3 antagonist: GalR3 antagonists in HEK293 cells, primary screen, cell-based, fluorescence readout | Galanin receptor type 3 (Homo sapiens), O60755 | HEK293 GalR3-CNG cAMP membrane potential fluorescence; galR3 body fused to GalR1 C-terminus | inhibition, % at 3 µM | 0.44% of 360,000 active;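 active = inhibition above the screen-wide average plus 3 SD, cut at about 13% in these data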;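 also: forskolin and galanin both at EC90 stimulate the cells; cAMP rise reported by CNG channel membrane potential dye signal; 0% = forskolin plus galanin with DMSO and 100% = forskolin alone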
UBC9 SUMO inh: inhibitors of in vitro SUMOylation cascade, primary screen, biochemical, HTRF, uHTS. HTRF SUMOylation assay, SAE1/SAE2 + UBC9. inhibition, % at 35 µM. SUMO-conjugating enzyme UBC9 (Homo sapiens), P63279. 0.36% of 290,000 active; in the data active = inhibition above about 50%, passing the limit was not always enough; also: strong numbers were not always called active
IMP-1 inh: IMP-1 metallo-beta-lactamase inhibitors, primary screen, biochemical, epi-absorbance readout, Pseudomonas aeruginosa enzyme. purified IMP-1, nitrocefin hydrolysis, epi-absorbance fluorescence. inhibition, % at 5.6 µM. 0.45% of 290,000 active. AID 1556, 2009;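 active = inhibition above the mean plus 3 SD of all compounds in the same screening run, cut at about 4.5% in these data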;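 also: 0% = IMP-1 with DMSO and 100% = DMSO wells lacking enzyme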
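System: purified IMP-1; amount: IMP-1 0.2 nM before substrate addition; compound: single dose, 5.6 µM; times: 25 °C, 15 min preincubation, 25 min reaction; signal: Epi-absorbance via hydrolysed-nitrocefin quenching of white-plate fluorescence, 480/530 nm, EDTA stop; benchmarks: DMSO with and without IMP-1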
VIM-2 inhibitor: VIM-2 metallo-beta-lactamase inhibitors, primary screen, biochemical, epi-absorbance readout, Pseudomonas aeruginosa enzyme | purified VIM-2, nitrocefin hydrolysis, epi-absorbance fluorescence | inhibition, % at 5.6 µM | 0.89% of 290,000 active | AID 1527, 2009;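 active = inhibition above the mean of all tested compounds plus 3 SD, cutoff set per screening run, cut at about 7.5% in these data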;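 also: red hydrolysis product quenches plate fluorescence so inhibitors raise well fluorescence; 0% = enzyme with DMSO and 100% = DMSO without enzyme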
Active calls of the source: *; . = no result given; & = joins results of further samples; ! = repeats disagree.

Fields – p-CIP stab down, HCV NS3 hel inh, IDE cell inh, CRFR2-BP antag, IDE cell activ, GalR3 antagonist, UBC9 SUMO inh, IMP-1 inh, VIM-2 inhibitor
Cn1c(CNC(=O)c2ccccc2)nnc1SCC(=O)Nc1nccs1
 : 3, -6, 4, 0, -2, -1, 4, -2.9, -2.2
COc1ccccc1NC(=O)CSc1nc(SC)ns1
 : -15, 0, 2, -16, -3, -6, 2, -0.9, -0.1
CCOc1cccc(/C=N/NC(=O)c2cc(-c3cccn3C)n[nH]2)c1O
 : -12, -3, 6, -7, 1, -6, -4, 0.4, -5.9
Cc1ccccc1CS(=O)(=O)CC1(O)CCN(C(=O)c2cccc(C(F)(F)F)c2)CC1
 : 0, -7, 2, -16, 4, -5, 0, -2.1, -0.9
NNC(=O)c1cc(-c2ccccc2)sc1N
 : -1, 11, 3, -1, -6, -6, 0, -3.1, -5.3
Cc1cccc(C(C)C)c1NC(=O)COC(=O)c1cc2ccccc2oc1=O
 : ., ., -2, -17, 6, -2, ., ., .
C=CCn1c(SCC(=O)c2ccc(O)c(O)c2)nnc1-c1ccccc1OC
 : -13, 23, -6, -7, 4, -4, 18, -0.1, 7.5
CN(CCc1ccccn1)C(=O)CCC1CCCN(C(=O)CCOc2ccccc2)C1 (stereo not given)
 : -10, -9, -4, 2, 4, -3, 5, 0.3, 0.7
COc1ccc(C(=O)OCC#CCSc2nnc(-c3cccc4ccccc34)o2)cc1
 : ., ., 3, -4, 5, -1, ., ., .
COc1ccc(OC)c(-c2nc3ccccc3nc2-c2ccccc2)c1
 : -1, 5, 1, -10, 5, -8, 0, 0.1, 2.9
COc1cccc(CNc2ccc(S(=O)(=O)Nc3nccs3)cc2)c1O
 : -3, 10, 1, -12, 5, -5, -2, -7.3, -3.1
CN(c1ccccc1)S(=O)(=O)c1cccc(NC(=O)CSc2nncs2)c1
 : 1, 5, 2, 16, 2, 0, -7, -4.5, -2.7
CC(C)CN(CC(C)C)S(=O)(=O)N1CCC(C(=O)NCc2cccnc2)CC1
 : 3, -8, 2, 14, -2, -4, 21, -2.4, 0.7
COCCCN(C(=O)Nc1ccc(C)c(C)c1)C(C)c1ccccn1 (stereo not given)
 : -6, 4, 1, -1, 1, 4, -11, -2.0, -3.4
CC12CN(C(=O)c3ccc([N+](=O)[O-])cc3)CC(C)(CN(C(=O)c3ccc([N+](=O)[O-])cc3)C1)C2=O
 : -5, -2, 1, -1, ., 9, 15, -2.9, -1.8
CCOc1ccc(S(=O)(=O)N(CC(=O)NCC2CCCO2)c2ccc(F)cc2)cc1 (stereo not given)
 : 5, -4, 1, 4, 1, -10, 9, -4.2, -2.4
Cc1ccc(NC(=O)CSc2nnc(NC(=O)C3CC3)s2)cc1C
 : -11, -2, -2, 1, 3, -6, 16, -0.4, -1.9
O=c1c2[nH]c3ccccc3c2ncn1Cc1ccncc1
 : 0, 6, -2, 6, 1, -4, 4, -2.3, -3.0
CC(=O)Nc1ccc(S(=O)(=O)Nc2cccc(-c3cn4c(n3)SCC4)c2)cc1
 : 2, -17, -1, -2, 4, -2, 7, -2.3, -1.0
Cc1ccc(NC(=S)N(CCN(C)C)Cc2cc3cccc(C)c3[nH]c2=O)cc1
 : -13, -46, -2, -3, -1, -3, 3, -1.7, 1.9
CCOc1nc(NCCN2CCOCC2)nc(Nc2ccc([N+](=O)[O-])cc2)n1
 : -5, -21, -1, -16, 4, -4, -5, -2.0, -0.3
Cc1ccc(-c2c[nH]c(=S)n2-c2ccccc2)cc1
 : -3, 9, 7, 3, -5, -9, 11, -3.3, 0.1
N=C1SCC(=O)N1c1nc(-c2ccccc2)cs1
 : -2, 4, 3, 16, 7, -9, 4, -3.2, -2.8
CC1CCCN(CCCNS(=O)(=O)c2ccc3c(c2)CCN3C(=O)C2CC2)C1 (stereo not given)
 : 8, 9, 5, 0, 8, 4, -6, -4.1, 3.7
CNC(=O)CCSc1ccc(C)cc1
 : -2, 0, -4, -4, 1, -4, 3, -4.4, -2.9
C#Cc1ccc([C@H]2C=C(C(=O)O)O[C@@H](OCCCCO)C2)cc1
 : ., ., -1, 6, 4, -2, ., ., .
CCN1CCCC1CNC(=O)c1ccc(Sc2ccccc2Cl)c([N+](=O)[O-])c1 (stereo not given)
 : -2, -69, -3, 0, 2, -9, -1, -0.8, 0.3
Nc1nonc1C(=O)NCCN=Cc1cc(Cc2ccccc2)cc(Br)c1O
 : 4, 22, 4, 24, 4, ., 3, 8.7*, -4.2
COc1ccccc1NC(=O)C1CCCN(S(=O)(=O)c2ccccc2)C1 (stereo not given)
 : 6, -6, 0, -10, 2, -1, -9, -1.5, -1.9
O=C1C2C(C(=O)N1CCN1CCN(Cc3ccc([N+](=O)[O-])cc3)CC1)[C@H]1C=C[C@@H]2C1 (stereo not given in full)
 : -2, -7, 5, 16, 7, -2, 0, -3.1, -4.0
Cc1ccc(NC(=O)CCC(=O)N/N=C/c2cc([N+](=O)[O-])ccc2O)cc1
 : 4, 9, -1, -14, 7, 4, -41, -3.9, -3.8
Oc1ccccc1Cn1c(-c2ccccc2O)nc2ccccc21
 : -34, -3, 0, -12, 1, -3, 5, -6.1, -3.6
CCC(=O)Nc1ccc(C(=O)COC(=O)CCN2C(=O)C3CC=CCC3C2=O)cc1 (stereo not given)
 : ., ., 5, 17, 2, -2, ., ., .
Cc1c[n+]([O-])ccc1Oc1ccc([N+](=O)[O-])cc1
 : ., ., 7, -12, 4, -4, ., ., .
c1ccc(Oc2cccc(CN3CCOCC3)c2)cc1
 : -13, -2, 7, 0, -2, -7, 29, -0.4, -3.0
Cc1cccc(C)c1NC(=O)c1cccc(C(=O)Nc2c(C)cccc2C)n1
 : ., ., 0, 3, 4, -4, ., ., .
COc1ccc(NC2=CC(c3ccccc3)N(c3ccc(OC)cc3)C2=O)cc1 (stereo not given)
 : -3, 28, 4, 3, ., 2, 19, -1.9, -0.7
O=C1ON=C(c2ccccc2)/C1=C/c1ccccc1
 : -9, -4, 3, 10, -1, -4, 12, -1.9, -1.2
COCCNC(=O)CN(c1ccc(C)cc1)S(=O)(=O)c1ccccc1
 : 0, 4, 0, 7, 2, -2, 11, -0.6, -1.9
COC(=O)c1ccccc1NC(=O)NCc1cccnc1
 : -6, 1, 5, 1, -1, 3, 9, -2.0, 0.2
C=CC1=C2C=C(C3CC3)N(C3CC3)C=C2C(=O)C(C)(OC(=O)c2ccco2)C1=O (stereo not given)
 : ., ., -4, 2, -3, -3, ., ., .
CC/C(C)=N/Nc1ccc(S(=O)(=O)N2CCCC2)cc1[N+](=O)[O-]
 : -4, 8, 3, 6, 4, 8, 22, -4.5, -1.5
O=C(Nc1nnc(C2CCCC2)s1)C1CCC1
 : 4, 8, 6, -36, 4, -4, 1, -3.7, -3.1
Cc1c2cc(O)c(=O)cc-2oc2cc(O)c(O)cc12
 : -20&-39, 17&35, 8, -22, -24, -7, 92*!, 6.5*!, -0.8&2.7
O=C(Nc1ccc2c(c1)OCO2)C1CC1
 : ., ., 4, 4, 7, -4, ., ., .
Cc1cc(NCC(c2ccccc2)c2ccccc2)n2ncnc2n1
 : -7, 4, -1, 8, 2, -4, 20, -4.2, -2.1
CCOC(=O)C1CCCN(C(=O)c2ccc3[nH]c4c(c3c2)CC(C)CC4)C1 (stereo not given)
 : ., ., 1, -9, 3, -5, ., ., .
O=C(c1ccc(-n2cncn2)c([N+](=O)[O-])c1)N1CCN(S(=O)(=O)c2ccc(F)c(F)c2)CC1
 : ., ., 6, 8, 5, -2, ., ., .
O=C(c1cccnc1)N1CCCc2ccccc21
 : 12, 0, -4, -22, 0, -5, -35, -3.8, -1.7
CCn1nc(C(=O)Nc2cc(Cl)ccc2-n2cncn2)c2ccccc2c1=O
 : ., ., 1, 15, -1, 0, ., ., .
Cc1ccc(NC(=O)NNC(=O)COc2ccc([N+](=O)[O-])cc2)cc1C
 : -9, 8, 3, 9, -2, -2, 27, -4.0, -4.0
CC(=O)c1cccc(N(C(=O)c2cnccn2)C(C(=O)NCc2ccccc2)c2ccco2)c1 (stereo not given)
 : 2, 6, -3, -31, 4, -4, 10, -2.6, -1.6
COc1ccc(C(=O)Nc2nc3cc(OC)c(OC)cc3c(=O)[nH]2)cc1
 : 2, -5, 6, 8, 1, -3, 26, -3.0, -2.8
O=C(OCc1ccc(Cl)cc1)c1cnccn1
 : 11, 7, -1, -8, -1, -5, -2, -5.1, -2.7
CCc1c(O)nc(SCC(=O)Nc2ccc3c(c2)CCC3)[nH]c1=O
 : 8, 0, 3, 12, 12, 0, -19, -5.1, -3.0
CCCCN(N=Nc1nonc1OC)c1nonc1OC
 : 6, -5, 0, 22, -6, -3, 4, -3.1, -4.4
CC(=O)N1C(=O)/C(=C2\SC(=S)N(c3c(C)n(C)n(-c4ccccc4)c3=O)C2=O)c2ccccc21
 : 12, 1, 6, 27, 6, 8, 20, -2.5, -1.2
COC(=O)c1cc(-c2ccc(OC)cc2)on1
 : -15, 1, 9, 18, -5, -9, 13, -3.4, -1.4
COc1ccc(CCNC(=O)/C=C\c2ccccc2)cc1OC
 : -11, 7, 5, 2, 3, -3, 11, -1.6, -1.6

Assay outcomes as filed in PubChem.
